ssDAF12 agonist = activates DAF-12 receptor from parasite S. stercoralis | HEK293 ssDAF-12/GRIP1 lit1-tk-luc reporter, luminescence; % of 3 µM dafachronic acid response | activation, % at 6.8 µM | 370,000 tested, 1% active | AID 652126;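 active means activation above the mean over all tested compounds plus 3 SD, cut at about 0.9% in these data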;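 further: 0% = DMSO-only wells and 100% = 3 µM delta7-dafachronic acid wells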
ADAM17 inh = inhibits human ADAM17; 370,000 tested, 0.83% active; inhibition, % at 6.95 µM; recombinant ADAM17, EDANS/DABCYL FRET peptide cleavage; AID 720648; P78536;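 active means inhibition above the mean of compounds lying between control limits plus 3 SD, set per campaign, cut at about 8.5% in these data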;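 further: 0% = DMSO-only wells as the low control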
Target sequence (P78536 215-824 limits assumed): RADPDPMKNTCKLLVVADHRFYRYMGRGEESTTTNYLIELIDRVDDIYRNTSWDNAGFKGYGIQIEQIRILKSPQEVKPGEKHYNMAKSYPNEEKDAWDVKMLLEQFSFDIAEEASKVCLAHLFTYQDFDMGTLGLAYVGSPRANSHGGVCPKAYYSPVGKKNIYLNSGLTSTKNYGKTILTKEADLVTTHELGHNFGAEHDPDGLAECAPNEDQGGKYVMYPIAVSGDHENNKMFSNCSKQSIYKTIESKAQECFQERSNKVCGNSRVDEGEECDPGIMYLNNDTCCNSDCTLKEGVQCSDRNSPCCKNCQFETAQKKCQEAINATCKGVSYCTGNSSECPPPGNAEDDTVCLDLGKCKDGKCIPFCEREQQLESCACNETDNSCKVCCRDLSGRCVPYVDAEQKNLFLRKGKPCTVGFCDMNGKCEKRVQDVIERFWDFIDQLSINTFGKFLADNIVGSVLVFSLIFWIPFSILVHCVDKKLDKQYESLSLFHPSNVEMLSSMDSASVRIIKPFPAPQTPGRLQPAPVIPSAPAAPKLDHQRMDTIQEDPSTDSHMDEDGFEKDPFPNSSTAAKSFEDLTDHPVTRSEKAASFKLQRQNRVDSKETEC
GAA850 FXN act = activators of GAA850 frataxin (FXN) promoter. 360,000 tested, 0.56% active. HEK293 lucGAA850 FXN promoter luciferase reporter, 24 h; percent of 10 µM SAHA response. activation, % at 6 µM;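 active means activation above the average of all compounds screened plus 3 SD, cutoff fixed separately per campaign, cut at about 7.5% in these data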;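 further: 0% = DMSO wells and 100% = 10 µM SAHA wells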
hgDAF-12 ag = activates the H. glycines DAF-12 receptor ligand-binding domain. HEK293 GAL4-hgDAF12 UAS-luciferase reporter, agonist luminescence; normalized to butyrate control. activation, % at 6.8 µM. 370,000 tested, 1.8% active;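 active means activation above a cutoff set at the mean of all screened compounds plus 3 SD, cut at about 10% in these data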;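 further: 0% = DMSO wells and 100% = sodium butyrate wells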
DAX1 inh-1 = inhibitors of DAX1 repression of SF-1 activated StAR promoter. HEK293T StAR-luciferase reporter, SF-1/DAX-1 repression relief. inhibition, % at 6.8 µM. 370,000 tested, 1.1% active. AID 652010;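 active means inhibition above the mean over all tested compounds plus 3 SD, cut at about 3.6% in these data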;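 further: 0% = DAX-1 cells with DMSO and 100% = cells lacking DAX-1 with DMSO; higher inhibition means more luminescence from relief of DAX-1 repression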
ADAM10 inh = ADAM10 inhibition, QFRET primary screen; O14672; recombinant ADAM10, EDANS/DABCYL FRET peptide cleavage, 3 h; inhibition, % at 7 µM; 370,000 tested, 0.62% active;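 active means inhibition above a per-campaign cutoff equal to the mean of compounds falling between control-based bounds plus 3 SD, cut at about 20% in these data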;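 further: 0% = DMSO wells while the 100% control is not disclosed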
DAX1 inh-2 = inhibitors of human orphan nuclear receptor DAX1 (NR0B1) | P51843 | HEK293 Gal4-DAX1 luciferase reporter, luminescence | inhibition, % at 6.75 µM | 340,000 tested, 0.99% active | AID 504766;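 active means inhibition above the mean over all tested compounds plus 3 SD, cut at about 4.2% in these data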;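 further: 0% = DAX1-transfected cells with DMSO and 100% = empty-vector control cells with DMSO; inhibition shows as a rise in luminescence from relieved DAX1 repression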
Target sequence (P51843 207-470 limits assumed): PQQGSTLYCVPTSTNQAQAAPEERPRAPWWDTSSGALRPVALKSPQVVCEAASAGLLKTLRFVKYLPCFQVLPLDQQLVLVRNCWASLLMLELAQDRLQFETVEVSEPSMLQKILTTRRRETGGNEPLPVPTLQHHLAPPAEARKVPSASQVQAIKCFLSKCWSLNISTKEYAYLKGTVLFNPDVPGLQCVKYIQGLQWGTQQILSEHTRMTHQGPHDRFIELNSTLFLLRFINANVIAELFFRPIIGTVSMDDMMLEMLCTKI
PG9 binder = small molecules binding HIV-1 gp120 antibody PG9 | TR-FRET gp120-PG9 antibody binding | inhibition, % at 6.7 µM | 360,000 tested, 0.43% active | AID 624416; in the data active means inhibition above about 8.5%
hcDAF12 agonist = activates DAF-12 receptor from parasite H. contortus | HEK293 hcDAF-12 lit1-tk-luc reporter, luminescence; 0% DMSO, 100% Δ7-dafachronic acid | activation, % at 6.8 µM | 370,000 tested, 1.4% active | AID 652067;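 active means activation above the mean of all tested compounds plus 3 SD, cut at about 5.5% in these data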;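 further: 100% = response to 3 µM Δ7-dafachronic acid high control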
NPR1 activator = GC-A (human) enzyme activation. P16066. HEK293 GC-A cells, cGMP TR-FRET, EC30 ANP; 0% at EC30 ANP, 100% saturating ANP. activation, % at 10 µM. 370,000 tested, 0.14% active. AID 1671463; in the data active means activation above about 40%
SMARCA2 act = increases SMARCA2 function in MMTV reporter cells. MG213 cells, MMTV-luciferase reporter, dexamethasone, overnight. activation, % at 9.1 µM. 370,000 tested, 1% active; in the data active means activation above about 7.8%;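 further: 0% = vehicle wells and 100% = reference activator wells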
Active calls of the source: *; x = no result given; & = joins results of further samples; ! = a repeat was not active.

compound	ssDAF12 agonist	DAX1 inh-2	GAA850 FXN act	ADAM17 inh	SMARCA2 act	DAX1 inh-1	ADAM10 inh	hgDAF-12 ag	NPR1 activator	PG9 binder	hcDAF12 agonist
C[C@]12CCC(=O)C=C1CC[C@@H]1[C@@H]2[C@@H](O)C[C@@]2(C)[C@H]1CC[C@]2(O)C(=O)CO	-1.2&-1.4	0.5&-0.9	-1.0&1.3	-3&-4	-4&-6	-0.4&0.5	-2&-1	-5.1&-1.9	2&1	-1.6&-0.8	-1.0&-2.6
COCCCN1C(=O)c2ccc(C(=O)OCC(=O)NCc3ccccc3OC)cc2C1=O	-1.2	-0.2	-2.7	-3	-3	0.3	-6	2.7	-2	2.7	-0.8
COC(=O)/C(C#N)=C/c1c(Oc2cccc(C)c2)nc2ccccn2c1=O	-1.5	1.1	-1.7	-5	-2	-0.2	-4	-1.5	2	-0.6	0.1
CCOC(=O)c1c(-c2ccccc2)csc1NC(=O)C1CCCO1 (stereo not drawn)	-1.6	0.9	-0.1	-3	0	-0.3	3	1.6	0	-0.5	-0.6
CCOC(=O)c1c(NC(=O)CSc2nnnn2C)sc(CC)c1C	-1.6	-0.3	2.8	3	5	0.5	3	1.2	8	-1.4	-2.0
CC(=O)c1c(C)[nH]c(C(=O)OCC(=O)Nc2cccc(S(=O)(=O)N3CCCC3)c2)c1C	-2.8	-5.2	-2.8	2	-5	-3.1	7	-8.5	-2	0.0	-4.9
COc1ccc(/C=N/NC(=O)C(=O)N2CCCC2)cc1OC	-1.1	-0.2	3.5	-2	0	0.2	-2	3.5	-4	-1.6	-0.3
COc1ccc(NC(=O)Nc2cccc3c2O[C@H](CN(C)S(=O)(=O)c2ccc(F)cc2)[C@@H](C)CN([C@H](C)CO)C3=O)cc1	-1.4	-0.3	-2.6	-3	1	-0.3	-3	-3.1	0	1.1	-0.2
CCNC(=S)N/N=C(\C)c1cccc([N+](=O)[O-])c1	-1.2	-1.4	0.3	1	-1	-0.3	5	-1.0	5	-4.5	-1.9
CCCCCCCCC(NC(=O)c1ccc(C#N)cc1)C(=O)NCCC (stereo not drawn)	-1.2	2.6	1.2	3	3	0.2	9	0.6	0	-0.4	-0.1
NC(=S)Nc1cccc2[nH]ccc12	-0.6	-0.7	0.7	-3	0	0.0	1	-3.6	0	-4.9	-0.8
O=C1c2ccccc2C(Nc2ccc3c(c2)OCO3)N1Cc1ccc2c(c1)OCO2 (stereo not drawn)	-0.9	-0.8	0.2	1	-1	-1.0	1	-0.2	59*	0.6	2.1
O=C(CC1(O)C(=O)Nc2ccccc21)c1ccc(-n2cnnn2)cc1 (stereo not drawn)	-1.0	1.3	2.8	-2	2	1.3	-4	4.7	4	1.7	0.4
COCC(CN1CCN(C2=NS(=O)(=O)c3ccccc32)CC1)OC(=O)c1ccc(OC)cc1 (stereo not drawn)	-0.6	0.2	-1.8	-2	1	-0.5	9	-0.5	-3	0.4	-1.6
CSc1ncccc1C(=O)NCC(c1ccco1)N1CCCCC1 (stereo not drawn)	-1.4	1.2	-0.3	-6	3	-1.0	-4	1.9	-2	-2.1	0.0
CCC(C)(C)NC(=O)CN(Cc1ccc2c(c1)OCO2)C(=O)CCC(=O)Nc1ccccn1	-1.5	-0.2	-0.1	3	0	-0.9	5	-0.2	-1	0.0	-1.4
CC(=O)Nc1ccc(S(=O)(=O)N2CCCC3CCCCC32)cc1 (stereo not drawn)	-0.8	0.7	2.8	-3	-3	-1.1	-3	-0.3	0	1.1	0.2
CCC(=O)OCOc1ccc(/C=C2/CCC(CN(C)C)C2=O)cc1 (stereo not drawn)	-1.4	-0.1	1.7	1	2	-0.8	-1	2.4	19	-1.8	0.8
COc1cc(CCC(=O)OCC(=O)Nc2ccc(F)cc2F)cc(OC)c1OC	-0.7	-0.1	0.2	0	3	-0.2	3	3.3	-5	-0.7	-1.8
C=CCn1c(C)nnc1SCC(=O)Nc1ccccc1C(=O)NC1CC1	-0.2	0.4	-0.6	5	-2	1.5	-6	1.7	3	-4.0	0.1
CC(=O)c1ccc(N2CCN(C(=O)/C=C/c3ccc4ccccc4n3)CC2)cc1	-1.7	0.9	3.5	0	-1	-1.1	-1	-0.7	0	-1.5	-0.4
CCCn1c(C(O)c2cccc(OC)c2)nc2ccccc21 (stereo not drawn)	-0.8	-0.7	1.4	3	-2	-0.4	-2	-1.8	-10	0.3	-0.5
C/C(=N\NC(=O)CCc1ccc(S(=O)(=O)N2CCOCC2)cc1)c1ccccc1Cl	-0.1	0.6	0.9	-2	-4	-1.0	3	-0.2	-2	-1.4	-1.6
O=C1Nc2cc(Cl)c(Cl)cc2N(O)N1c1ccc(Cl)cc1	-0.1	0.8	-0.2	-2	1	-0.3	1	0.0	-4	-2.4	-1.6
CCOc1ccc(N2C(=O)C3ON(c4ccccc4)C(c4cccs4)C3C2=O)cc1 (stereo not drawn)	0.7	0.2	0.1	3	4	0.3	-4	-3.0	3	-0.7	-0.9
O=S(=O)(NCCC1CC1(Cl)Cl)c1ccc(Cl)cc1 (stereo not drawn)	-1.6	0.9	1.7	-3	-2	-0.5	5	-1.2	-10	-1.6	0.1
COc1ccc(N(CC(=O)Nc2nc3ccc(C)cc3s2)S(=O)(=O)c2c(C)nn(C)c2C)cc1	-1.2	-0.3	-2.6	5	-1	-0.6	4	0.8	15	0.1	0.3
CCCCn1c(N)c(N(CCOC)C(=O)c2cc(=O)[nH]c3ccccc23)c(=O)[nH]c1=O	-0.5	1.5	1.2	-5	-2	0.5	-30	1.2	3	1.3	0.4
O=C(Nc1ccc(N2CCOCC2)cc1)C1CCN(C(=O)OCc2ccccc2)CC1	-1.1	-0.3	0.1	0	1	0.0	1	-0.9	0	-0.3	-1.7
COc1ccccc1NC(=O)Nc1nc(CC(=O)Nc2cc(F)ccc2F)cs1	-0.7	-0.7	1.6	4	-2	-1.9	13	2.4	4	-1.6	-0.9
COc1cccc2c3c(c(=O)[nH]c12)CCC(C)(C)O3	-0.3	0.6	0.3	1	-1	2.0	2	-1.6	1	1.3	-1.4
COc1ccc(CCNC(=O)C2=COCCO2)cc1	-1.0	-0.5	3.2	-4	1	-0.3	-5	3.6	0	0.3	0.8
COc1ccc(CN2C(=O)CSC2c2ccccn2)cc1 (stereo not drawn)	-1.4	1.4	-1.2	-3	-4	0.3	6	0.2	-2	1.9	2.0
Cc1ccc2c(c1)c1c3n2CCN(C=O)C3CCC1 (stereo not drawn)	-1.8	0.0	0.9	-18	-2	0.2	-18	1.6	1	-0.7	-1.9
COc1ccc([N+](=O)[O-])cc1N/C(=N/S(=O)(=O)c1ccccc1)c1ccccc1	-0.1	-0.1	4.2	1	-2	0.1	6	0.9	-2	-0.6	2.4
Cc1ccc(OCc2nnc(SCC(=O)CC(=O)Nc3ccccc3)o2)cc1	-0.9	-0.4	-1.9	-1	-3	0.3	-15	-2.0	-3	1.7	-0.3
Nc1c(C=C2C=CC(=O)C=C2)c(=O)nc2sc(CC(=O)N3CCCC3)nn12	-0.6	-0.3	0.9	-22	-2	-0.4	-58	0.7	-4	-2.6	0.1
C=CCNC(=S)N1CCN(c2ccc([N+](=O)[O-])cc2)CC1	-1.8	-0.1	1.8	2	-3	-1.5	8	-3.0	2	-1.4	-1.9
Cc1c(/C=N/n2cnnc2)c2ccccc2n1C	-0.6	1.9	1.9	-3	-2	0.1	-7	0.3	1	0.2	-0.9
Nc1ccc(C(=O)O)c(O)c1	-1.3&-0.8&-0.7	-0.6&0.2&-1.2	-1.8&1.0&0.9	-6&-2&-2	-6&-1&-2	0.4&0.8&-1.0	-7&7&3	11*!	5&3&-2	0.1&-1.6&-7.9	-0.8&-1.8&-0.1
O=S(=O)(NCC1CC1)c1ccc(F)c(Cl)c1	-1.1	0.1	0.1	-2	-1	0.3	9	0.4	-6	-0.8	-0.7
CC(C)[C@H]1/C(=C/C2CC2)N2C(=O)C[C@@H](c3ccccc3)N=C2N1Cc1ccc2c(c1)OCO2	-1.6	x	x	-1	-3	-0.7	-1	0.4	0	x	-0.9
O=C(CC1CCCC1)NCCS(=O)(=O)N1CCN(c2ccc(F)cc2)CC1	-0.9	-2.0	-0.9	-3	1	-0.6	2	1.9	1	-1.7	-1.4
CCCCCCCCNC1=CC(=O)CC(C)(C)C1	-2.0	0.2	1.9	-4	-6	-0.2	-2	1.4	-3	-2.7	-1.6
COc1ccc(C(CNC(=O)COc2ccccc2OC)N(C)C)cc1OC (stereo not drawn)	-0.9	1.2	1.0	-6	-3	0.4	-3	1.2	2	0.9	-0.7
CN1C(=O)c2cccc(NCCCCCCN3C(=O)c4ccccc4C3=O)c2C1=O	-1.4	0.2	-2.2	-4	0	-0.8	-2	1.2	2	-1.8	-0.7
O=C(CO)c1c[nH]c2ccccc12	-0.2	x	-1.7	-3	3	0.2	-6	6.3	4	-1.7	3.2
O=C(O)c1ccc(-c2ccco2)n1Cc1ccccc1	-1.5	1.4	1.2	-7	-1	0.3	-14	-1.3	2	-1.9	0.0
CCN(CC)S(=O)(=O)c1ccc2[nH]c(=O)cc(C(=O)Nc3ccc(C)c(S(=O)(=O)N(CC)CC)c3)c2c1	-1.4	-0.3	1.5	5	-2	-0.3	12	-0.5	-1	-1.1	0.3
Cc1cccc(NC(=O)c2ccccc2OCC(=O)c2ccc(F)cc2)c1	-1.4	-1.5	1.8	1	0	-0.3	-2	-1.0	-2	0.1	0.2
CCOc1cc(C(=O)N2CCc3cc(OC)c(OC)cc3C2)ccc1OC(F)F	-1.1	x	x	-1	-5	1.5	-3	-3.0	2	-0.8	-1.8
COc1ccc(C(=O)NCC(=O)N/N=C/c2ccc(C)o2)cc1OC	-0.2	1.3	-0.3	-1	-4	-0.8	-7	-1.2	-1	-4.2	-0.6
CC(=O)c1ccc(N2CCN(S(=O)(=O)c3cccc4nonc34)CC2)cc1	-1.7	x	-0.1	0	3	-0.5	2	0.9	-21	-0.4	-1.6
CC(C)OC(=O)c1ccc(NC(=O)c2ccccc2)cc1	-0.7	0.0	6.2	0	0	1.8	0	5.1	2	1.9	-0.8
O=C(CSc1ncccc1C(=O)O)c1ccccc1	-0.7	0.0	-1.4	-5	0	-0.5	4	-0.3	1	1.9	0.0
COC(=O)c1cn(NC(=O)c2ccc([N+](=O)[O-])cc2Cl)c(=O)c2ccccc12	-0.9	0.3	-1.5	-7	-2	0.2	-3	-1.0	0	0.9	-0.6

Screening results from PubChem.
